CRFBP-R2 block = blocks CRF-induced signaling of the CRF-BP/CRF-R2 complex | HEK293 CRF-R2/CRF-BP, CRF-induced calcium fluorescence | inhibition, % at 11.8 µM | 350,000 tested, 0.59% active;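 active = inhibition of the ligand-induced calcium signal above about 50% at the single tested concentration, limit read from the data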
PHOSPHO1 block = blocks human PHOSPHO1 phosphatase activity; inhibition, % at 13.3 µM; AID 1565; Q8TCT1; 290,000 tested, 1.1% active; recombinant PHOSPHO1, absorbance phosphatase assay; in the data active = inhibition above about 60%
Target sequence (Q8TCT1 whole entry, looked up): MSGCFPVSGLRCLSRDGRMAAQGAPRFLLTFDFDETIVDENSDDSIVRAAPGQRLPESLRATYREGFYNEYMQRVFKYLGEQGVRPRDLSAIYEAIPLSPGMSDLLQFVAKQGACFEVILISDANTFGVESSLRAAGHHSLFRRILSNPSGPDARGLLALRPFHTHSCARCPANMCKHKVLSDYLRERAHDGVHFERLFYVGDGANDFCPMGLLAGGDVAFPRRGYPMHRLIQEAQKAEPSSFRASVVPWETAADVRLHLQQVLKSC
IDE cell inh = inhibitors of human insulin-degrading enzyme in cells; P14735; HEK cells, FAbetaB cleavage, fluorescence polarization; inhibition, % at 5.59 µM; 320,000 tested, 0.41% active; AID 434962;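 active = percent inhibition above the average of all tested compounds plus 3 SD, set per screening campaign, cut at about 16% in these data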;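 note: IDE supplied by intact live HEK cells; FP after avidin binding of uncleaved biotin substrate so inhibition keeps polarization high; 0% = DMSO wells and 100% = 60 µM reference IDE inhibitor Ii1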
IDE act = boosts human insulin-degrading enzyme activity in HEK cells; FAbeta-B cleavage, fluorescence polarization; 0% vehicle, 100% cell-free pure enzyme wells; 340,000 tested, 0.073% active; activation, % at 5.96 µM; P14735; AID 493087;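 active = activation above the mean of all tested compounds plus 3 SD, set per screening campaign, cut at about 17% in these data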
CRFR2-BP ag = CRF-BP/CRF-R2 complex agonism; HEK293 CRF-R2/CRF-BP, calcium dye fluorescence (FLIPR); percent of saturating CRF peptide response; activation, % at 13.2 µM; AID 588473; 350,000 tested, 0.46% active;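 active = activation of at least 50%, plus an integration ratio under a set limit after plate pattern correction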;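 note: plate controls were neutral control wells without compound for no effect and CRF at EC100 for full effect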
MEKK3 PB1 HTS = raises or lowers MEK5 binding to the human MEKK3 PB1 domain; AID 1529; bead-based flow cytometry, Alexa488-MEK5 binding to MEKK3; actives lie on both sides; 0 = blocked by unlabeled MEK5, 100 = vehicle; binding response (% of control), % at 10 µM; 290,000 tested, 1.4% active;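 active = binding response more than 3 SD above or below the average of its plate-row segment, actives on both sides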;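 note: Alexa488 bead fluorescence after subtracting the streptavidin-only scavenger bead signal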
pCIP destab = compounds decreasing mouse p/CIP protein stability; Q05BA5; F442A p/CIP-EGFP cells, EGFP fluorescence, 16 h; decrease of EGFP signal, % at 10 µM; 290,000 tested, 0.01% active;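 active = EGFP signal decrease of at least 30% at 10 µM or well 3 SD below plate mean, unless failing retest; inactive = the rest, including hits failing retest or dose response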; note: some compounds called inactive have numbers as strong as hits; many of its hits are not listed in these tables
GalR3 antagonist = blocks the human galanin receptor 3; 360,000 tested, 0.44% active; HEK293 GalR3-CNG cAMP membrane potential fluorescence; galR3 body fused to GalR1 C-terminus; inhibition, % at 3 µM; O60755;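 active = inhibition above the screen-wide average plus 3 SD, cut at about 13% in these data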;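 note: forskolin and galanin both at EC90 stimulate the cells; cAMP rise reported by CNG channel membrane potential dye signal; 0% = forskolin plus galanin with DMSO and 100% = forskolin alone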
Target sequence (O60755 1-299 limits assumed): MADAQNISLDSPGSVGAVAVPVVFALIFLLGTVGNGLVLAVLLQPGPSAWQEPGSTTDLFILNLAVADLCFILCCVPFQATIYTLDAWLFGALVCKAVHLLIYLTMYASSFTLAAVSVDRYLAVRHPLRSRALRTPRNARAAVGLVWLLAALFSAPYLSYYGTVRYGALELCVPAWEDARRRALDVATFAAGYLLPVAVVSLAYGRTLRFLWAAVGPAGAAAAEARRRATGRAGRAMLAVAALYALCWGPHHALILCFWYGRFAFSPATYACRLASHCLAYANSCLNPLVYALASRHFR
CHRM4 PAM = potentiates acetylcholine response at human M4 receptor | CHO-K1 hM4/Gqi5, Fluo-8 calcium fluorescence, ACh EC20; 0% = ACh EC20, 100% = maximal ACh | activation, % at 3 µM | 360,000 tested, 0.4% active | AID 624126;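 active = activation above its plate's cutoff, the mean activation of sample wells plus 3 SD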; note: some results filed as inactive read as strong as hits
Target sequence (P08173 whole entry, looked up): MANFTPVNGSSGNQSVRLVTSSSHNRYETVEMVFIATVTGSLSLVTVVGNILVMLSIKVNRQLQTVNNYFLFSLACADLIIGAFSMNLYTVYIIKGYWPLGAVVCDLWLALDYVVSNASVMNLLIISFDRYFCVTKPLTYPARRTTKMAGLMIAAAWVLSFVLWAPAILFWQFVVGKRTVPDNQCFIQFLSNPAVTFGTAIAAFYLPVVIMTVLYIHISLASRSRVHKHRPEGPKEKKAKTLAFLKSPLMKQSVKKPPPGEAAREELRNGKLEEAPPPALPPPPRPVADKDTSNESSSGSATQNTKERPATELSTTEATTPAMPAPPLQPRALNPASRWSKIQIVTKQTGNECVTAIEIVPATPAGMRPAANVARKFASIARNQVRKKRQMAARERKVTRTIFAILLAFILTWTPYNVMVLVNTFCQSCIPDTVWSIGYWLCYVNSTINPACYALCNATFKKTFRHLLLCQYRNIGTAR
* = called active by the depositor; / = not tested or not shown.

SMILES	CRFBP-R2 block	PHOSPHO1 block	IDE cell inh	IDE act	CRFR2-BP ag	MEKK3 PB1 HTS	pCIP destab	GalR3 antagonist	CHRM4 PAM
O=C(CSc1ccc(Cl)cc1)NNC(=O)c1ccncc1	-3	/	/	-3	-0.2	/	/	-4	13
Cc1c(C(=O)NCc2ccco2)oc2ccc(Br)cc12	6	/	/	-4	-3.8	/	/	-5	15
O=C(N/N=C/C=C\c1ccc([N+](=O)[O-])cc1)c1cccnc1	0	-2	-2	/	1.9	101	-14	-6	-1
O=C(O)/C(=C\c1ccco1)NC(=O)c1ccccc1	-3	-65	11	3	0.5	101	-8	1	-8
Cn1c(=O)c2c(ncn2CC(=O)OCC(=O)Nc2ccc(Cl)cc2)n(C)c1=O	1	-26	-2	-1	-0.3	105	-3	-3	12
CS(=O)(=O)c1ccccc1C(=O)Nc1ccccc1Cc1ccccc1	7	24	-1	2	-0.7	103	-1	2	-2
Cc1ccc(C)c(NC(=O)CN(C)C(=O)C2CCN(S(=O)(=O)c3ccc4c(c3)OCCO4)CC2)c1	0	/	1	0	-1.1	/	/	-3	-1
Cc1nc2sc3c(c2c(=O)n1NC(=O)CCl)CCCC3	3	40	2	3	0.4	103	-10	-2	-1
CN(CC(=O)Nc1ccc(Cl)cc1)C(=O)c1ccc(-n2cncn2)c([N+](=O)[O-])c1	-7	/	-2	5	0.0	/	/	-1	-2
CNC(=O)C(NC(=O)Nc1ccc(C)cc1)C(C)(C)C (stereo unspecified)	-6	34	3	5	4.5	92	-6	-3	1
COc1ccccc1Nc1nc(N)nc(CN2CCN(Cc3ccc4c(c3)OCO4)CC2)n1	0	20	-4	-1	-0.1	91	10	-8	-14
Cc1ccc2nc(CSc3nnc(Cc4cccs4)n3C3CCCCC3)cc(=O)n2c1	13	30	0	-4	-1.1	103	2	-1	2
CCCC1(c2ccccc2)NC(=O)N(CC(=O)N2CC(=O)Nc3ccccc32)C1=O (stereo unspecified)	-1	/	-5	-3	0.1	/	/	-5	12
CN(C)CCNC(=O)c1cc2ccccc2oc1=O	9	22	10	4	0.7	115	-9	4	8
COc1ccccc1OCC(=O)NNC(=S)NC(=O)c1ccco1	-5	95*	5	2	-4.4	103	0	-1	-4
COc1ccc(S(=O)(=O)N2CCC(C(=O)NCc3cccnc3)CC2)cc1C	-8	-7	2	-4	0.5	93	2	-7	3
Nc1nccnc1C(=O)OCC(=O)Nc1ccc2[nH]c(=O)[nH]c2c1	-7	/	-2	4	-0.2	/	/	-5	7
Cn1c(=Nc2ccccc2)sc2ccccc21	-11	-4	-1	2	1.1	89	1	-4	1
NC(=O)COc1ccc(C(=O)NCC2(N3CCOCC3)CCCCC2)cc1	3	/	-1	3	-0.4	/	/	-5	-2
CCN1CCN(c2nc3c(C)cccn3c(=O)c2/C=C(\C#N)S(=O)(=O)c2ccc(C)cc2)CC1	5	24	-5	4	3.0	109	0	-4	-5
CCCCn1c(=O)[nH]c(=O)c2c1nc(-c1ccc(OCCC)c(OCC)c1)n2C	-1	15	0	-2	1.3	105	8	7	2
COc1cccc(Nc2nc3ccccc3n2C(C)C)c1	-11	-12	4	-1	-0.8	94	-4	-4	0
NC(=S)N/N=C\c1ccc(-c2cccc(Cl)c2Cl)o1	1	95*	27*	-29	0.7	98	5	-4	8
CN1CSC2=C(C#N)C(c3cccc(OCc4ccccc4)c3)CC(=O)N2C1 (stereo unspecified)	-14	20	1	-15	-2.1	111	1	/	-1
CCCn1c(SCC(=O)Nc2cc(C)on2)n[nH]c1=O	-5	/	2	6	-0.8	/	/	-5	-2
O=C(COc1ccc2cc(Br)ccc2c1Br)N1CCOCC1	1	12	/	7	-0.1	98	-14	-4	4
CCOc1ccc(CN2CCC(C(=O)N3CCN(c4ccccc4F)CC3)CC2)cc1OC	-15	-1	-1	2	-0.2	94	0	-7	4
Cn1ccc(C(=O)Nc2ccc(Br)cc2Br)n1	4	1	14	1	0.3	96	-9	6	-5
O=C(Cn1cnc2c(OCc3ccccc3)ncnc21)NCc1nc2ccccc2[nH]1	-13	/	-1	3	0.3	/	/	-4	-1
CCN(CCNC(=O)CC1Oc2ccccc2NC1=O)c1ccccc1 (stereo unspecified)	5	13	-1	-2	-0.3	104	-4	-3	3
CCOc1ccc(CCNC(=O)COc2cc(=O)n(C)c3ccccc23)cc1OCC	5	-5	-2	4	-1.2	54	-11	0	1
Cc1ccc(C(=O)N/N=C\c2sccc2C)cn1	6	20	3	-2	-0.8	99	-7	-5	11
CCOC(=O)CNS(=O)(=O)c1ccc2c3c(cccc13)C(=O)N2CC	-13	2	6	5	-4.6	99	-1	-4	-9
Cc1ccc(OCCCC(=O)Nc2ccc(Cl)c(S(=O)(=O)N3CCOCC3)c2)cc1	-6	/	6	-10	0.7	/	/	-8	-7
CCOC(=O)C1=C(C)Nc2nnnn2C1c1ccc(OC)c(Br)c1 (stereo unspecified)	-14	-12	-4	0	-3.0	113	-13	/	0
Cc1ccc(-n2c(SCC(=O)NCC3CCCO3)nc3n[nH]c(C)c3c2=N)cc1Cl (stereo unspecified)	1	-10	6	-1	-1.3	105	9	0	-3
CC(=O)Nc1ccc(NC(=O)C(C)OC(=O)C23CC4CC(CC(Cl)(C4)C2)C3)cc1 (stereo unspecified)	3	/	4	2	-1.2	/	/	-3	0
O=C(OC1CCOC1=O)c1cccc(S(=O)(=O)Nc2ccc(F)cc2)c1 (stereo unspecified)	-11	0	-2	-5	0.5	101	-5	-1	-8
COc1cc(/C=C2\COC/C(=C\c3ccc(O)c(OC)c3)C2=O)ccc1O	-5	-32	-5	5	-1.5	96	-7	-1	-8
Cc1sc2nc(SCCO)n(-c3ccccc3)c(=O)c2c1C	-1	/	1	2	-0.5	104	-7	-5	-4
NC(=O)Nc1ccc(C(=O)OCC(=O)NC2CCCc3ccccc32)cc1 (stereo unspecified)	24	/	0	1	-0.1	/	/	-3	1
Cc1cc(C)cc(N2CCCC2=O)c1	25	6	4	4	1.4	105	-11	-5	10
COc1ccc(-c2cc(-c3nnc(COC(=O)C4CC4)o3)c3ccccc3n2)cc1OC	10	-9	-8	1	0.1	113	-7	0	-12
CC(C)CCNC(=O)NC(=O)CSc1ncccn1	-9	8	0	4	0.6	107	-1	3	-6
Cc1ccsc1/C=N/NC(=O)CC(=O)NCC(C)C	5	0	-2	2	-0.2	100	-8	4	2

Single records (already shown). Order of values: CRFBP-R2 block | PHOSPHO1 block | IDE cell inh | IDE act | CRFR2-BP ag | MEKK3 PB1 HTS | pCIP destab | GalR3 antagonist | CHRM4 PAM
Record of CCOC(=O)CNS(=O)(=O)c1ccc2c3c(cccc13)C(=O)N2CC → -13 | 2 | 6 | 5 | -4.6 | 99 | -1 | -4 | -9
Record of Cc1cc(C)cc(N2CCCC2=O)c1 → 25 | 6 | 4 | 4 | 1.4 | 105 | -11 | -5 | 10
Record of Cc1ccc(OCCCC(=O)Nc2ccc(Cl)c(S(=O)(=O)N3CCOCC3)c2)cc1 → -6 | / | 6 | -10 | 0.7 | / | / | -8 | -7

Further compounds:
SMILES	CRFBP-R2 block	PHOSPHO1 block	IDE cell inh	IDE act	CRFR2-BP ag	MEKK3 PB1 HTS	pCIP destab	GalR3 antagonist	CHRM4 PAM
CCNC(=O)CC1SC(=Nc2ccc(C)c([N+](=O)[O-])c2)N(C)C1=O (stereo unspecified)	17	/	6	/	-1.3	/	/	-2	-4
CCOc1ccc(CCNC(=O)COC(=O)c2cccc(S(=O)(=O)N3CCOCC3)c2)cc1OCC	2	/	-2	1	-1.3	/	/	-6	5
CCCCN(CC)C(=O)C1CCC(CNS(=O)(=O)c2cccc3nsnc23)CC1 (stereo unspecified)	5	48	-2	4	-4.3	100	-3	-10	-3
O=c1c(-c2ccc(O)cc2)coc2c([C@@H]3O[C@H](CO)[C@@H](O)[C@H](O)[C@H]3O)c(O)ccc12	2	/	3	0	-0.5	/	/	-5	8
CCO[C@H]1OC(C(=O)N2CCN(Cc3ccc4c(c3)OCO4)CC2)=C[C@@H](C(C)(C)C)[C@@H]1CCCO	4	36	-2	1	0.0	109	-8	0	-6
CN(C1CCCCC1)S(=O)(=O)c1ccc(C(=O)O)cc1	6	3	-3	1	0.3	104	-25	-1	7
CC(=O)c1c(C)[nH]c(C(=O)C(C)Sc2nnc(NC3CC3)s2)c1C (stereo unspecified)	4	/	-4	1	-1.1	/	/	-8	-5
Cc1ccc(C(=O)NNC(=O)c2csc(N3CCOCC3)n2)o1	2	/	5	5	1.5	/	/	-1	10
CCC(O)CNc1nc(-n2nc(C)cc2C)nc2sc3c(c12)CC(C)(C)OC3 (stereo unspecified)	16	-3	10	1	-10	/	5	-6	5
CCCCN1CC(COCc2ccccc2)Oc2cccc(Oc3ccc(F)cc3)c2S1(=O)=O (stereo unspecified)	0	/	/	8	12	/	/	-6	-4
CCn1c(CNC(C)=O)nnc1SCC(=O)c1ccc(Br)cc1	5	23	0	3	0.8	100	-3	-6	12
Cc1cc(NC(=O)c2cccc(S(=O)(=O)N3c4ccccc4CC3C)c2)no1 (stereo unspecified)	-24	38	8	5	-3.6	100	-14	-6	-8
Cc1nn2c(c1-c1ccccc1)NC1=C(C(=O)CCC1)C2c1ccccc1 (stereo unspecified)	-8	-16	5	-5	1.8	94	0	-9	2
Cc1c(C(=O)OCC(=O)Nc2ccc(C(=O)N(C)C)cc2)oc2ccccc12	-9	-5	0	-4	0.5	107	9	0	0
CCC(=O)N1CCN(c2ccc(NC(=O)COc3ccccc3Cl)cc2)CC1	-14	5	-2	-4	0.1	104	1	-4	-6
CN(C)c1nc(N(C)C)n(C(=O)c2ccc(F)cc2)n1	0	-22	-3	-8	2.0	97	8	-7	-2
O=c1onc(-c2ccc(Cl)cc2Cl)n1-c1cccnc1	13	3	-4	-2	-0.5	98	-16	-2	-1
O=S(=O)(NC1CCN(Cc2ccccc2)CC1)c1ccc2ccccc2c1	-23	27	2	-3	6.4	102	4	-10	-13
Cc1cc(NC2CCCCC2)nc(N2CCOCC2)n1	-21	11	-4	-2	-1.5	99	5	0	4
CCS(=O)(=O)c1cc([N+](=O)[O-])c(Sc2ccccc2N)s1	-4	28	7	-3	0.3	93	2	11	-3
O=C(Oc1ccccc1C(=O)Oc1ccccc1)c1cccnc1	1	-37	1	5	-0.9	105	-14	-4	0
CN1C(=O)/C(=C/c2ccco2)SC1=Nc1ccc(N2CCOCC2)cc1	-1	-10	-2	0	-1.8	103	7	-2	3
O=S(=O)(NCCc1ccccn1)c1cccs1	36	20	-7	2	1.0	100	6	-3	15
CCOC(=O)C1=C(CCc2ccccc2)NC(=O)NC1c1cccc([N+](=O)[O-])c1 (stereo unspecified)	58*	-64	-5	1	0.7	101	-7	1	2
O=C(CNCC(=O)Nc1ccc(F)c(F)c1F)Nc1ccc(F)c(F)c1F	3	20	0	0	-0.1	97	-4	2	2
CCSc1nc2sc3c(c2c(=O)n1-c1ccccc1C)CCN(C)C3	-16	16	3	-10	1.4	103	-19	-5	-8
COc1ccc(-c2ccnc3nc(N4CCN(c5ccccc5)CC4)nn23)cc1	6	0	3	5	-2.7	107	-6	-2	-5
O=C(Nc1ccc(N2CCOCC2)cc1)C1=NN(c2ccccc2)C(=O)CC1	8	/	/	-1	-1.0	/	/	2	0
CC1(C)C(C=C(Cl)Cl)C1C(=O)N1CCN(Cc2ccccc2)CC1 (stereo unspecified)	-15	34	1	4	0.1	95	4	-7	-11
CCOC(=O)N1CCC(NC(=O)C2CCCN(C(=O)c3cc4sccc4n3C)C2)CC1 (stereo unspecified)	-5	-6	-1	8	-0.6	107	-1	/	-1
c1ccc(CN2CCC(Nc3ncnc4sccc34)CC2)cc1	-4	12	-2	4	2.8	105	-2	3	1

Screening results from PubChem.
